Screening results (PubChem)
cardiac RTF act: cardiac RTF calcium sensitization; activation, % at 7.2 µM; AID 493008; P19429+P45379; IANBD-labeled TnC RTF fluorescence at EC20 calcium; 0% EC20 calcium, 100% full calcium; actives 0.24% (n = 340,000);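 active = activation above the mean over all tested compounds plus 3 SD, cut at about 30% in these data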;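 note: rise in fluorescence read as greater calcium sensitivity of cardiac thin filaments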
SR-BI uptake up: enhances SR-BI lipid uptake from DiI-HDL | CHO ldlA[mSR-BI] cells, DiI-HDL uptake fluorescence, 3 h; 100 = double the neutral-control signal | activation, % at 12.5 µM | actives 0.096% (n = 320,000) | AID 504775;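 active = mean replicate activation of at least 60% and every replicate at or above 60%; inconclusive = mean or all-replicate condition met, but not both; inactive = mean below 60% and not all replicates reaching 60%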;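 note: 0% = median plate neutral-control signal and 100% = twice that signal; values of inactives mirror those of a sister screen read the other way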
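system = CHO ldlA[mSR-BI] cells, LDL receptor-null, SR-BI overexpressing | medium = Ham's F12 with 0.5% BSA, HEPES 25 mM, pH 7.4 | probe or stimulus = DiI-HDL 10 µg/mL | compound dosing = single-point compound dose | incubation = compound exposure 3 h, 37 °C | technique = DiI fluorescence, bottom read | read-out = cell-associated DiI fluorescence as measure of HDL uptake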
SR-BI HDL uptake: blocks mouse SR-BI lipid uptake from DiI-HDL; Q61009; ldlA[mSR-BI] CHO cells, DiI-HDL uptake fluorescence, 3 h; inhibition, % at 12.5 µM; actives 0.96% (n = 320,000); AID 488896;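 active = mean replicate inhibition of at least 70% and a set share of replicates each scoring 70 or more; inconclusive = meets just one of the two criteria; inactive = fails both criteria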;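 note: 0% = median of neutral control wells and 100% = median of positive control wells; values of inactives mirror those of a sister screen read the other way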
Target sequence (Q61009 whole entry, looked up): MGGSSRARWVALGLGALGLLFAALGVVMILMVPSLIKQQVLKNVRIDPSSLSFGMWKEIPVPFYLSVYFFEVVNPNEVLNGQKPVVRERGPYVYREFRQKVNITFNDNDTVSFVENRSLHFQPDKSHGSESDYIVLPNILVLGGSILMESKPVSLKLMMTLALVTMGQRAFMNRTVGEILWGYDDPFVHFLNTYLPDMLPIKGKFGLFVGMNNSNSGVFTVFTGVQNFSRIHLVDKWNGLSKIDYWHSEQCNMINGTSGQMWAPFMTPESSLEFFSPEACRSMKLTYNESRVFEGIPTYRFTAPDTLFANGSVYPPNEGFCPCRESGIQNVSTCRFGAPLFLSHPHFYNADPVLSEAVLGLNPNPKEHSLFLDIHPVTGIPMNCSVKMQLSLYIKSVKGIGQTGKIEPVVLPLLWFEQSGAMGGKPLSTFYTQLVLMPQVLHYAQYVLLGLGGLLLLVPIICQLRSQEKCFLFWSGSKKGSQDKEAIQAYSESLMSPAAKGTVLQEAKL
Rtt109 Vps75: inhibitors of Candida albicans Rtt109/Vps75 histone acetyltransferase | Q5AAJ8 | purified Rtt109/Vps75, ThioGlo CoA-SH fluorescence, 4 h | inhibition, % at 34.9 µM | actives 0.16% (n = 330,000);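 active = inhibition of at least 50% in every replicate; inconclusive = best replicate reaches 50% inhibition but some replicates fall short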
HTR5A ag ctr: HTR5A agonism, opioid heterodimer counter-screen; P47898; HTR5A agonist assay, luminescence, cell-based; activation, % at 9.3 µM; actives 0.61% (n = 340,000); in the data active = activation mostly above about 9.5%, no sharp cut-off; inactive = mostly below about 7.6%;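 note: 0% = cells with vehicle only and 100% = reference agonist; strong numbers were not always called active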
MITF TRPM1 HTS: increases MITF-driven TRPM1 promoter luciferase signal | SK-MEL-5 TRPM1-promoter luciferase, 24 h; % of positive control, neutral wells = 0 | activation, % at 12.5 µM | actives 0.75% (n = 300,000) | AID 588334;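 active = mean activation of at least 80% with every replicate also reaching 80%; inconclusive = mean reaches 80% but some replicate falls short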;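 note: 0% = neutral control wells and 100% = parthenolide positive control wells; values of inactives mirror those of a sister screen read the other way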
Wnt act: Wnt/beta-catenin pathway activation; AID 743398; actives 1.2% (n = 300,000); Wnt/beta-catenin reporter cell assay, activator, plate reader; activation, % at 9.35 µM; in the data active = activation above about 30%, passing the limit was not always enough; inconclusive = no clear call, values can overlap the other calls;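 note: 0% = neutral control wells and 100% = positive control wells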
PvdQ acylase: blocks Pseudomonas aeruginosa PvdQ acylase activity | purified PvdQ acylase, fluorescence plate reader | inhibition, % at 10 µM | actives 0.063% (n = 340,000) | AID 488965; in the data active = inhibition above about 30%, passing the limit was not always enough; inconclusive = no clear call, values can overlap the other calls;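 note: 0% = vehicle neutral wells and 100% = reference inhibitor wells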
CDK5 p35 inh: CDK5/p35 (human) kinase inhibition; Q00535+Q15078; Recombinant CDK5/p35, ADP-Glo luminescence, 60 min; inhibition, % at 10 µM; actives 0.01% (n = 330,000); AID 488839;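 active = highest replicate inhibition of at least 50% and at least 75% of replicates reaching 50%; inconclusive = only one of the two criteria met; inactive = both criteria failed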;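 note: plate controls were DMSO neutral control for no effect and GW8510 at 10 µM for full effect; many of its hits are not listed in these tables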
dFosB act: activators of mouse delta FosB homodimer; AID 493131; actives 0.99% (n = 340,000); purified delta FosB, TAMRA-CDK5 oligo fluorescence polarization; percent of positive-control signal above neutral wells; P13346; activation, % at 25 µM;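 active = mean activation above about 17%, with every replicate also reaching it, limit read from the data, passing the limit was not always enough; inconclusive = only one of the two conditions met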;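 note: fluorescence polarization rise as delta FosB binds a TAMRA Cdk5 AP-1 oligo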
Target sequence (P13346 whole entry, looked up): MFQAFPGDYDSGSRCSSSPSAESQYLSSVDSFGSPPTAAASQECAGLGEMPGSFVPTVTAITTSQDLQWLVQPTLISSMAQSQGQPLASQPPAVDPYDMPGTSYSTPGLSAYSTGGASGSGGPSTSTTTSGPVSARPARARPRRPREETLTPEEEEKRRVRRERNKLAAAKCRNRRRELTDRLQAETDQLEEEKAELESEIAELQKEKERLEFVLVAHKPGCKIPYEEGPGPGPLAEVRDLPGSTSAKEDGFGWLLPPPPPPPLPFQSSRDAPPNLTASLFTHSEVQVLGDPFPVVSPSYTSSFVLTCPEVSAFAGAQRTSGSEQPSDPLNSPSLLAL
Starred values were filed as active, the others as inactive; u = inconclusive; x = not tested or not shown. Not a hit list, and some 4.4% of all compounds hit somewhere here.

SMILES	cardiac RTF act	SR-BI uptake up	SR-BI HDL uptake	Rtt109 Vps75	HTR5A ag ctr	MITF TRPM1 HTS	Wnt act	PvdQ acylase	CDK5 p35 inh	dFosB act
O=S(=O)(NCc1cccnc1)c1ccc2c(c1)OCCO2	-3	-4	4	10	-5	-1	x	-6	0.0	2
CCn1c(CNC(=O)c2cc(OC)c(OC)c(OC)c2)cc2cc(C)ccc21	-2	-36	36	0	2	x	1	-13	0.4	-12
CC(OC(=O)COc1ccccc1[N+](=O)[O-])C(=O)Nc1ccc(N2CCOCC2)cc1 (stereo not drawn)	3	-3	3	-8	-2	-4	0	-11	-0.1	10
CCN(CC)S(=O)(=O)c1ccc(NC(=O)c2cc(C(=O)OC)cc([N+](=O)[O-])c2)cc1	-3	-37	37	-1	-1	-18	-3	-4	0.7	0
Cc1cc(C)c2c(=O)c3c(oc2c1)C(=O)N(CCO)C3c1cccc(O)c1 (stereo not drawn)	2	17	-17	11	-2	x	-12	10	-4.2	u
Cc1ccc(Cl)c2sc(NC(=O)C3=COCCO3)nc12	-4	-42	42	1	5	20	12	-15	-0.6	-27
CC1=NN(C(=O)c2ccccc2Br)C(O)(c2ccc(Cl)cc2)C1 (stereo not drawn)	-1	11	-11	3	0	12	0	-2	-1.0	3
CCCCn1c(SCC(=O)NC(C)(C)C)nnc1-c1ccco1	2	6	-6	10	2	4	-3	-8	0.7	4
C=CCSc1nnc(CNC(=O)c2ccc(Cl)cc2)n1CC	6	11	-11	-3	2	4	-2	-9	1.9	-2
Cc1ccc(N(Cc2cc(=O)[nH]c3ccccc23)C(=O)CCl)cc1	-2	12	-12	-11	0	-38	1	-15	1.2	-5
CN(Cc1ccccc1)C1=CC(=[N+]2CCCCC2)CC(C)(C)C1	6	8	-8	11	5	-74	-7	13	2.8	-11
CCOC(=O)c1ccc(-c2ccc(-c3cc(=O)oc4cc(OC)c(OC)c(OC)c34)cc2)cc1	-1	8	-8	-22	4	13	-1	-5	1.9	1
CC(C)(C)OC(=O)N1CCC[C@@H]1CO	-4	-9	9	-3	3	1	x	-4	-0.1	6
COc1ccc(Cn2c(=O)[nH]c3cc(C(=O)N4CCN(c5ccc(OC)cc5)CC4)ccc3c2=O)cc1	2	12	-12	-3	1	-3	x	-18	-1.1	3
Cc1ccc(-n2nc(C(=O)O)cc2-c2ccccc2)cc1	3	26	-26	-29	0	-11	-4	-20	1.6	1
NC(=S)NN=C1CCC(C2CCCCC2)CC1 (stereo not drawn)	-2	-75	u	1	3	-14	-8	-8	1.9	2
COc1cc(NC(=O)COc2ccc(F)cc2)nc(OC)n1	5	-14	14	-1	-3	7	0	2	0.9	-4
Cc1cccc(-n2ncc3c(N4CC(C)CC(C)C4)ncnc32)c1 (stereo not drawn)	0	x	x	2	10	89*	12	-16	-1.4	-13
CC(C)c1nnc(NC(=O)COc2ccc3ccccc3c2)s1	1	20	-20	-1	-2	0	-1	-9	1.2	-2
CC1(C)C2CCC1(CS(=O)(=O)N1CCCc3ccccc31)C(=O)C2 (stereo not drawn)	0	-12	12	4	4	-4	x	-14	1.3	-3
CS(=O)(=O)c1ccccc1-c1nnc(NC(=O)Cc2ccccc2)o1	-4	1	-1	-7	6	-1	-1	7	0.2	-2
COc1ccccc1N1CC(C(=O)OC(C)C(=O)N2CCCc3ccccc32)CC1=O (stereo not drawn)	1	-28	28	-2	2	-4	-9	-22	0.5	-4
CCOC(=O)C1(Cc2cccc(OC)c2)CCN(C(C)COC)CC1 (stereo not drawn)	1	18	-18	x	-4	-4	-5	-7	-2.0	-5
O=C(O)c1cc(-c2ccccc2)on1	3	13	-13	x	3	-8	x	0	4.5	14
CC1CCCN(C(=O)c2ccc3nc[nH]c3c2)C1 (stereo not drawn)	6	4	-4	1	-2	-9	-1	-14	0.1	7
CCc1nc(N2CCOCC2)c(C#N)c2c1CCCC2	-4	18	-18	0	3	7	x	0	-1.4	-5
CCCn1nc2cc(C(=O)NCc3ccccc3OC)ccc2c1OCC	-1	-44	44	9	4	5	-4	6	-2.2	-1
N#Cc1c2c(c(-c3ccco3)[nH]c1=O)CCCC2	5	23	-23	x	4	-6	x	9	4.8	-10
O=C(CSc1nnc2ccccn12)NNC(=O)c1ccccc1F	6	22	-22	11	6	2	-6	13	2.1	-5
O=C(O)c1ccc(S(=O)(=O)N2CCOCC2)o1	3	-1	1	-4	-8	0	2	-17	1.3	-4
Cc1ccc2nc(NC(=O)c3ccc(-c4nc5ccccc5s4)s3)sc2c1	0	-2	2	-18	9	-12	0	-12	0.7	3
Cn1c(=O)c2c(nc(N3CCN(c4ccccn4)CC3)n2Cc2ccccc2Cl)n(C)c1=O	0	-21	21	3	-1	-5	x	-6	-2.2	0
Cc1cc2c(cc1C)C(c1ccsc1)CC(=O)N2 (stereo not drawn)	-5	5	-5	0	-1	-11	0	-6	-0.7	-9
O=C(O)c1ccc(CSCc2c(F)cccc2Cl)o1	-5	-16	16	-3	0	-1	x	-10	-3.7	5
COc1cc(CN2CCC(n3nccc3NC(=O)C3CCOC3)CC2)ccc1F (stereo not drawn)	0	8	-8	3	1	-6	-2	6	-0.6	-2
CC(=O)c1coc2ccc(OCC(=O)O)cc12	-3	-5	5	-4	-2	x	-3	-13	-0.7	-6
Cc1cccc(NC(=O)CCN2C(=O)C3C4CCC(C4)C3C2=O)c1C (stereo not drawn)	0	6	-6	-3	-1	-4	-7	-15	0.5	1
COc1ccc(N2CC(C(=O)N(CC(C)C)c3c(N)n(Cc4ccccc4)c(=O)[nH]c3=O)CC2=O)c(OC)c1 (stereo not drawn)	0	2	-2	-5	-3	-1	-4	-15	-1.3	-2
Cc1ccc(S(=O)(=O)N2CCN(C(=O)COC(=O)COc3ccc(Cl)cc3C)CC2)c(C)c1	-3	42	-42	3	-3	9	-4	-17	1.1	-15
CCOC(=O)Cn1c(=N)n(Cc2ccccc2F)c2ccccc21	6	10	-10	-15	2	-6	x	-6	0.8	-13
O=[N+]([O-])c1ccc(C2=Nc3cc(Cl)ccc3OC2)cc1	-2	8	-8	4	2	5	-1	-2	-0.3	1
COc1ccc(C2c3[nH]c4ccccc4c3CCN2C(=O)Cc2nonc2C)c(F)c1 (stereo not drawn)	-1	x	x	-5	-4	34	27	-3	-0.5	-1
CCn1c(/C=C/c2ccccc2[N+](=O)[O-])nc2ccccc2c1=O	5	-28	28	4	7	2	0	7	-0.1	-15
COCCN(C(=O)CSc1nnc(Nc2ccc(C)cc2)s1)c1c(N)n(CC(C)C)c(=O)[nH]c1=O	-4	11	-11	-1	3	-10	0	-6	0.0	-8
Cn1c(O)c(C=Nc2ccc(N3CCOCC3)cc2)c(=O)n(C)c1=S	-1	-13	13	x	3	-8	-9	-6	-3.2	-3
Cc1ccccc1NS(=O)(=O)c1cc(C(=O)Nc2cccnc2)ccc1C	-6	-37	37	3	1	-4	-2	-9	-1.5	-10
O=c1cc(N2CCCCCC2)[nH]c(=O)n1-c1ccccc1Cl	-2	-6	6	x	-2	-8	-3	4	-0.2	-3
CC(Oc1ccccc1)C(=O)Nc1nnc(S(=O)(=O)Nc2ccccc2)s1 (stereo not drawn)	-1	0	0	15	-2	-3	-1	-4	0.0	-2
CCC(Oc1ccc2c(c1)C(=O)CC(C)(C)O2)C(=O)NCCN1CCCCCC1 (stereo not drawn)	-7	-1	1	8	1	2	-2	-12	-0.5	3
CCOC(=O)/C(=C/c1ccc(OC(=O)c2ccncc2)cc1)C(C)=O	-2	-11	11	8	0	-9	46*	-4	0.7	-2

The listing continues:
SMILES	cardiac RTF act	SR-BI uptake up	SR-BI HDL uptake	Rtt109 Vps75	HTR5A ag ctr	MITF TRPM1 HTS	Wnt act	PvdQ acylase	CDK5 p35 inh	dFosB act
O=C(CSc1ccc2c(c1)OCCO2)NCCc1ccc(Cl)cc1Cl	-11	41	-41	20	5	8	-4	0	0.1	-7
O=C1NC(=Nc2cccc(Cl)c2)SC1Cc1cccc(Cl)c1Cl (stereo not drawn)	3	-23	23	4	-1	2	-3	-12	-0.3	-9
O=C(Cc1ccccc1)N/N=C/c1ccccn1	-6	8	-8	-1	-2	8	x	6	0.5	-15
O=C(NN1C(=O)NC2(CCCCC2)C1=O)c1ccc(-c2ccc(Cl)cc2)o1	-4	-33	33	10	1	-5	-1	0	0.5	-11
COc1ccccc1C(=O)NCC1CCN(c2ccc(S(=O)(=O)N3CCOCC3)cc2)CC1	8	-13	13	11	8	-6	x	-26	-1.3	-7
O=C(NCc1ccc(F)cc1)C(c1cccnc1)N(C(=O)c1csnn1)c1ccccc1 (stereo not drawn)	-4	x	x	6	-6	-1	-1	-8	-4.3	-6
CC(=O)n1c2c(c3ccccc31)OC(N)=C(C#N)C2c1ccc(C(C)C)cc1 (stereo not drawn)	-3	-22	22	3	8	-4	10	-4	1.4	-4
CC(C)(C)C(=O)Nc1nc(-c2ccccc2)ns1	-2	-32	32	-4	-3	x	x	-11	0.6	-15
O=C(COc1ccc(-c2nnco2)cc1)N1CCN(S(=O)(=O)c2ccc3ccccc3c2)CC1	-1	3	-3	-5	-1	-4	-2	-15	-1.5	u
CN(C1CCCCC1)S(=O)(=O)c1ccc(SCC(=O)NC(C)(C)C)nc1	-1	-4	4	2	-1	10	-11	-15	0.9	-5
O=C(Nc1ncccn1)C1CCCCC1	1	23	-23	-14	2	-5	0	-7	-3.1	7
O=C1CCN(CCCc2ccccc2)CCN1[C@H](CO)Cc1ccccc1	-4	0	0	1	3	20	-3	-16	-0.4	2
CCCOc1ccccc1C1NC(=O)NC(C)=C1C(=O)OCc1ccccc1 (stereo not drawn)	5	-11	11	7	3	-13	x	-14	0.8	-8
Cc1sc2ncn(CC(=O)NCCCC(=O)N3CCCCC3)c(=O)c2c1C	-8	9	-9	-2	-3	-6	0	7	-0.5	1
C=CC[C@@H](CC(=O)N[C@H](CO)Cc1ccccc1)C(=O)N[C@H](C)COC(=O)[C@@H](CC=C)CC(=O)OC(C)(C)C	2	-10	10	-7	13	8	-1	-2	0.7	-6
CC(Sc1ccccn1)C(=O)NC1CCCC1 (stereo not drawn)	1	26	-26	7	0	-4	-1	-10	0.2	-5
COc1cccc(C(=O)NC(C)C(c2cccs2)N2CCOCC2)c1 (stereo not drawn)	1	34	-34	-4	-2	x	8	3	-0.4	1
COc1ccc(C(=O)NC2CCN(C(=O)NCc3ccccc3)CC2)cc1	4	-10	10	-1	-2	8	1	-15	0.1	10
